High-throughput results from PubChem BioAssay.
OX1R antag-1: antagonists of human orexin 1 receptor (OX1R) | Orexin/Hypocretin receptor type 1 (Homo sapiens), O43613 | OX1R-expressing cells, FRET antagonist read-out | inhibition, % at 6.6 µM | actives 1.8% (n = 330,000) | AID 485270, 2010; in the data active = inhibition mostly above about 38%, no sharp cut-off; inactive = mostly below about 40%;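 also: 0% = agonist challenge alone and 100% = reference antagonist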
Target sequence (O43613 whole entry, looked up): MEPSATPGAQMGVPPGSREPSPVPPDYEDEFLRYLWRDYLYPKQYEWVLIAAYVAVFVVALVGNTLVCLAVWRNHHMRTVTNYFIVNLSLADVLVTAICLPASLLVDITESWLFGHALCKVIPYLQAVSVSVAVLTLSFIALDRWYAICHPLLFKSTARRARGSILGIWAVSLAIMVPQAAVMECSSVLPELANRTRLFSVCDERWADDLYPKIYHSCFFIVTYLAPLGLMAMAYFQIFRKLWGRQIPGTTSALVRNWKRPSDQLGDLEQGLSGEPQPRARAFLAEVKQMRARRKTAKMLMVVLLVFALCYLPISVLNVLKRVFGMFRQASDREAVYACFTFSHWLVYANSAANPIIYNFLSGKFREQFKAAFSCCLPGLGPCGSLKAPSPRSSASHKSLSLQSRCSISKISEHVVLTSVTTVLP
OX1R antag-2: OX1R (HCRTR1) antagonists, primary screen, fluorescence, CHO/OX1R cells, Fluo-8 calcium, orexin A; Orexin/Hypocretin receptor type 1 (Homo sapiens), O43613; Fluo-8 calcium fluorescence; inhibition, % at 5 µM; actives 0.43% (n = 330,000); AID 434989, 2010;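 active = inhibition above its plate's threshold, mean inhibition of all tested compounds on the plate plus 3 SD, cut at about 37% in these data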;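 also: 0% = orexin A challenge wells and 100% = SB-334867-A antagonist wells; not every result past the cut was called active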
An asterisk follows results filed as active; & = joins results of further samples. Not all compounds are listed; rates above refer to the full screens.

(1) CCOc1cc2c(cc1OCC)-n1cccc1C(c1ccccc1OC)NC2 (stereo unspecified)
(2) Cc1ccc(C2CC(=O)C(C=NCCN3CCN(C(=O)Cc4ccccc4)CC3)=C(O)C2)cc1 (stereo unspecified)
(3) CCOC(=O)C1(CCc2ccccc2)CCN(C(C)CSC)CC1 (stereo unspecified)
(4) Cc1ccccc1-n1c(O)c(/C=N/c2nccs2)c(=O)[nH]c1=O
(5) CCN(CC)CCCC(C)N=C(c1ccccc1)c1c(O)n(C)c(=O)n(C)c1=O (stereo unspecified)
(6) COC12CCC3(CC1C(C)(O)C(C)(C)C)[C@H]1Cc4ccc(OC5OC(C(=O)O)[C@@H](O)C(O)[C@H]5O)c5c4[C@@]3(CCN1CC1CC1)C2O5 (stereo partly specified)

entry no. | 1 | 2 | 3 | 4 | 5 | 6
OX1R antag-2 | -29 | -35 | -31 | -9&-11 | 3 | 3
OX1R antag-1 | 6 | 10 | 14 | 18&5 | 29 | 0

(7) COC(=O)C1=C(c2ccc(F)cc2OCc2ccccc2)C[C@@H]2CC[C@H]1N2C
(8) O=c1c2ccccc2nc(/C=C/c2ccc(F)cc2)n1-c1ccccn1
(9) CCCCn1c(O)c(C(C)=NCCN2CCCCC2)c(=O)[nH]c1=O
(10) CN(C)C(=O)Oc1ccc2c(=O)c(Oc3ccccc3Br)coc2c1
(11) O=C1NC(=S)NC(=O)C1C1CCCCC1
(12) O=c1[nH]c(=S)n(-c2ccccc2F)c(O)c1C=NCc1ccco1

entry no. | 7 | 8 | 9 | 10 | 11 | 12
OX1R antag-2 | -17 | -10 | 3 | -20 | -13 | 6
OX1R antag-1 | 3 | 14 | 4 | 12 | 13 | 32

(13) CCN1CCN(C(=O)Cc2c(C)n(C(=O)c3ccc(Cl)cc3)c3ccc(OC)cc23)CC1
(14) O=C(Cc1ccccc1)Oc1cccc(N2C(=O)CCC2=O)c1
(15) O=C(O)COc1ccccc1/C=C1\C(=O)NC(=O)N(CCC2=CCCCC2)C1=O
(16) CN1CCC(n2nccc2N)CC1
(17) Cc1nnc(SCc2nc3ccccc3c(=O)n2-c2ccccc2Cl)n1N
(18) CC(NC(=O)Cc1cccc2ccccc12)C(=O)N1CCC(=O)CC1 (stereo unspecified)

entry no. | 13 | 14 | 15 | 16 | 17 | 18
OX1R antag-2 | -33 | -14 | -1 | -9 | -21 | 4
OX1R antag-1 | 22 | 23 | 4 | 9 | 11 | 10

(19) CC[N+](CC)(CC)CCCOC(=O)C(O)(c1ccccc1)C1CCCCC1 (stereo unspecified)
(20) CN1C(=O)N(C)C(=O)C2(Cc3cc(NC(=O)c4ccc(F)cc4)ccc3N3CCCC32)C1=O (stereo unspecified)
(21) OC(CCNCCc1c[nH]c2ccccc12)C(F)(F)Cl (stereo unspecified)
(22) COCCNC(=O)CN1C2CCC1CC(O)(c1cccnc1)C2 (stereo unspecified)
(23) CNC(=O)Oc1ccc(C(=O)N2c3ccccc3NC(=O)C2C)cc1 (stereo unspecified)
(24) CCNC(=O)[C@H]1O[C@@H](n2cnc3c(N)ncnc32)[C@H](O)[C@@H]1O

entry no. | 19 | 20 | 21 | 22 | 23 | 24
OX1R antag-2 | 0 | -63 | -7 | -5 | -1 | 5
OX1R antag-1 | 12 | 11 | 1 | -3 | 3 | 13

(25) C[C@]12CC[C@H](O)C[C@@H]1CC[C@@H]1[C@@H]2CC[C@]2(C)[C@@H](C(=O)O)C[C@@H]12
(26) CCC(=Nc1ccccc1N)c1c(O)[nH]c(=O)[nH]c1=O
(27) C[n+]1ccc(-c2ccccc2)c2ccccc21
(28) CCOC(=O)[C@@]1(C#N)C(c2ccc(Cl)c(Cl)c2)[C@H](C(N)=O)N2C=C(C(C)=O)C=C[C@H]21 (stereo partly specified)
(29) Cc1ccc(N/N=C/c2c(O)n(-c3ccccc3)c(=O)[nH]c2=O)cc1
(30) CCOc1ccc(-n2c(O)c(C=NCCN(CC)CC)c(=O)[nH]c2=O)cc1

entry no. | 25 | 26 | 27 | 28 | 29 | 30
OX1R antag-2 | 1 | -36 | 4 | -11 | -32 | 2
OX1R antag-1 | 6 | 8 | 96* | 23 | 23 | 6

(31) CCC1=Nc2cc(C(=O)N3CCC4(CC3)OCCO4)ccc2Sc2ccc(C)cc21
(32) O=C(c1cn(Cc2ccccc2)c2ccccc12)N1CCCCC1
(33) CC1CCC(C)(NS(=O)(=O)OCC(Cl)(Cl)Cl)CC1 (stereo unspecified)
(34) COC(=O)C1=C(c2ccc(F)cc2OCc2ccccc2)C[C@@H]2CC[C@H]1N2C(=O)NC1CCCCC1
(35) COc1ccc(C)cc1NC1=NCCCS1
(36) CC(C)C[C@H](NP(=O)(O)O[C@@H]1O[C@@H](C)[C@H](O)[C@@H](O)[C@H]1O)C(=O)N[C@@H](Cc1c[nH]c2ccccc12)C(=O)O

entry no. | 31 | 32 | 33 | 34 | 35 | 36
OX1R antag-2 | -30 | -15 | -20 | -34 | -30 | -4
OX1R antag-1 | 20 | 32 | 18 | 1 | 1 | 17

(37) COC(=O)C1=C(c2ccc(OC)c(OC)c2)C[C@@H]2CC[C@H]1N2C(=O)N1CCC(C)CC1
(38) Cc1cc(C=C2C(=O)NC(=O)NC2=O)c(C)n1-c1cccnc1
(39) Cn1c(O)c(C=NCc2ccco2)c(=O)n(C)c1=O
(40) CC1(C)OC(c2ccccc2)=C/C(=C/C=C2C(=O)NC(=O)NC2=O)O1
(41) Cc1cccc(-n2c(C)nc3ccccc3c2=O)n1
(42) COc1ccc(C(CNC(=O)c2ccc3c(c2)CCC3)N(C)C)cc1 (stereo unspecified)

entry no. | 37 | 38 | 39 | 40 | 41 | 42
OX1R antag-2 | -26 | 17 | -6 | 22 | -15 | -17
OX1R antag-1 | 12 | 14 | 17 | 25 | 8 | 33

(43) CCn1cc(C(=O)c2cccs2)c2ccccc21
(44) COC(=O)C1=C(c2ccc(F)cc2OCc2ccccc2)C[C@@H]2CC[C@H]1N2C(=O)NC1Cc2ccccc2C1
(45) CC(ON1CC1(C(F)(F)F)C(F)(F)F)(C(N)=O)C(N)=O (stereo unspecified)
(46) Cc1cccc(OP(=O)(Nc2cccnc2)Oc2cccc(C)c2)c1
(47) COc1ccc(C2(C#N)CCN(C)CC2)cc1
(48) Cn1c(=O)cc(OCC(=O)N2CCN(C3CCCCC3)CC2)c2ccccc21

entry no. | 43 | 44 | 45 | 46 | 47 | 48
OX1R antag-2 | -14 | -29 | -13 | -36 | -1 | -12
OX1R antag-1 | 24 | 8 | 3 | 12 | 6 | 11

(49) CC(C)CNC(=O)/C=C/C=C/CCCCCC/C=C/c1ccc2c(c1)OCO2
(50) Cc1ccsc1C(=O)C1CCCN(CCO)C1 (stereo unspecified)
(51) CNC(C(=O)c1ccccc1)C(OC(C)C)c1ccc(Cl)cc1 (stereo unspecified)
(52) COc1ccc2oc3c(c2c1)NC(=O)CN=C3c1ccccc1
(53) CCOc1cccc(=NC2CCCCC2)c2c(C)[nH]c(C)c12
(54) CN1CCCN(c2ccc([N+](=O)[O-])nc2)CC1

entry no. | 49 | 50 | 51 | 52 | 53 | 54
OX1R antag-2 | -13 | -8 | -7 | -20 | -7 | -13
OX1R antag-1 | 6 | 10 | -3 | 25 | 28 | 32

Part of the list above, with two lines to a compound:
Results follow in this order: OX1R antag-2 | OX1R antag-1
50. Cc1ccsc1C(=O)C1CCCN(CCO)C1 (stereo unspecified)
    -8 | 10
51. CNC(C(=O)c1ccccc1)C(OC(C)C)c1ccc(Cl)cc1 (stereo unspecified)
    -7 | -3
52. COc1ccc2oc3c(c2c1)NC(=O)CN=C3c1ccccc1
    -20 | 25
53. CCOc1cccc(=NC2CCCCC2)c2c(C)[nH]c(C)c12
    -7 | 28
54. CN1CCCN(c2ccc([N+](=O)[O-])nc2)CC1
    -13 | 32

(next part)
(55) C=CCN1C(=O)/C(=C/c2ccc3c(c2)CCCN3CCC)C(=O)NC1=S
(56) Cc1[nH]c2ccccc2c1C(=O)C(=O)N1CCC2(CC1)OCCO2
(57) COc1cccc(C(=O)C2CCCN(Cc3ccc4nsnc4c3)C2)c1 (stereo unspecified)
(58) Cc1ccc2cccc(OC(=O)N3CCCC3)c2n1
(59) CCn1c(O)c(C(=O)CC2NCCc3ccccc32)c(=O)n(CC)c1=S (stereo unspecified)
(60) CC(=O)N1CCN(CCN=Cc2c(O)n(-c3ccc(C)cc3)c(=S)[nH]c2=O)CC1

entry no. | 55 | 56 | 57 | 58 | 59 | 60
OX1R antag-2 | -8 | -7 | -25 | -7 | -5 | -11
OX1R antag-1 | 11 | 5 | 7 | 8 | 13 | -3

(61) O=C(Nc1cccc(Cl)c1)OC1CN2CCC1CC2 (stereo unspecified)
(62) COC(=O)C1=C(c2ccc(-c3ccccc3)c(F)c2)C[C@@H]2CC[C@H]1N2C(=O)NCC1CC1
(63) O=C(O)CN1C(=O)CN=C(c2ccccn2)c2cc(Cl)ccc21
(64) Cc1nn(Cc2ccccc2Cl)c(Cl)c1C(=O)OCC(=O)NC(=O)NC1CCCCC1
(65) CN(C)C1C(=O)C(C(N)=O)=C(O)C2(O)C(=O)C3=C(O)c4c(O)cccc4C(C)(O)C3C(O)C12 (stereo unspecified)
(66) Clc1ccc(-c2nc3ccc(Cl)cn3c2CN2CCOCC2)cc1

entry no. | 61 | 62 | 63 | 64 | 65 | 66
OX1R antag-2 | 21 | 35 | -15 | -3 | -6 | -24
OX1R antag-1 | 57 | 18 | -1 | -1 | 21 | 22

(67) O=C(Cn1c(=O)c(C(F)(F)F)nc2ccccc21)N1CCC2(CC1)OCCO2
(68) COC(=O)C1=C(c2cccc(C#N)c2)C[C@@H]2CC[C@H]1N2C(=O)NCCOc1ccc(OC)cc1
(69) CC(NS(C)(=O)=O)c1nnc2n1-c1ccc(Br)cc1C(c1ccccc1Cl)=NC2 (stereo unspecified)
(70) O=C1NC(=O)C(=Cc2coc3ccccc3c2=O)C(=O)N1
(71) Cc1cc(OCC(=O)N2CCC(C(=O)O)(c3ccccc3)CC2)c2c(C)cc(=O)oc2c1
(72) CN1C(=O)c2ccccc2NC(=O)[C@]12O[C@@H]2c1ccccc1

entry no. | 67 | 68 | 69 | 70 | 71 | 72
OX1R antag-2 | -23 | -26 | -24 | -13 | -13 | -10
OX1R antag-1 | 38 | 7 | 4 | 13 | 2 | 13

Ordered by formula weight (largest number first): some entries from above.
(69) CC(NS(C)(=O)=O)c1nnc2n1-c1ccc(Br)cc1C(c1ccccc1Cl)=NC2 (stereo unspecified)
(71) Cc1cc(OCC(=O)N2CCC(C(=O)O)(c3ccccc3)CC2)c2c(C)cc(=O)oc2c1
(72) CN1C(=O)c2ccccc2NC(=O)[C@]12O[C@@H]2c1ccccc1

entry no. | 69 | 71 | 72
OX1R antag-2 | -24 | -13 | -10
OX1R antag-1 | 4 | 2 | 13

(further entries)
(73) CCN1C[C@@]2(COC)C3[C@@H](OC)[C@H]4[C@@H]1[C@@]3(C1C[C@H]3[C@H](OC(C)=O)C1[C@]4(OC(C)=O)C[C@H]3OC)[C@@H](OC)C[C@H]2OC(C)=O (stereo partly specified)
(74) O=[N+]([O-])c1ccc(-c2ccccc2)c([As](=O)(O)O)c1
(75) COC(=O)C1=C(c2ccc(Cl)c(C(F)(F)F)c2)C[C@@H]2CC[C@H]1N2C(=O)N1CCC(C)CC1
(76) Cc1cc(C=O)c(C)n1C1CC1
(77) COc1ccc(OC)c(CN2CCCC(C(=O)c3sccc3C)C2)c1 (stereo unspecified)
(78) COC(=O)C1=C(c2ccc(S(C)(=O)=O)cc2)C[C@@H]2CC[C@H]1N2C(=O)NCC1CC1

entry no. | 73 | 74 | 75 | 76 | 77 | 78
OX1R antag-2 | -5 | -5 | 1 | 7 | -34 | 2
OX1R antag-1 | 7 | 10 | 0 | 8 | 16 | 15

(79) CCOc1cc(C=O)ccc1O
(80) CN1C(=O)C2C[C@@]3(Br)c4ccccc4N(OOSc4ccccc4)[C@H]3N2C(=O)[C@@H]1Cc1ccccc1 (stereo partly specified)
(81) COC(=O)C1=C(c2ccc(OCc3ccccc3)cc2)C[C@@H]2CC[C@H]1N2C(=O)NCc1ccc(N(C)C)cc1
(82) CC(=NCCCN1CCOCC1)c1c(O)n(-c2ccccc2C)c(=O)[nH]c1=O
(83) CC1(C)CN=C(NCc2ccccc2Cl)S1
(84) CN(C)C(=O)Oc1cccc(OCc2n(C)c3ccccc3[n+]2C)c1

entry no. | 79 | 80 | 81 | 82 | 83 | 84
OX1R antag-2 | 7 | -28 | -31 | -7 | -18 | -22
OX1R antag-1 | 1 | 41 | 3 | -1 | 17 | 34

(85) O=C1NC(=O)C(CCc2ccccn2)(Cc2cccc(Cl)c2Cl)C(=O)N1c1ccc(Br)cc1 (stereo unspecified)
(86) COc1cc(OC)c([C@H]2C=C(C)[C@H]3C[C@@H]2C3(C)C)c(OC)c1
(87) CCCCn1c(O)c(C(C)=NC(Cc2c[nH]c3ccccc23)C(=O)OC)c(=O)[nH]c1=O (stereo unspecified)
(88) CCOCCCNC(=O)C1c2cc(OC)c(OC)cc2C(=O)N2CCCCC12 (stereo unspecified)
(89) COCCOC(=O)C1=C(N)Oc2c(c(=O)oc3ccccc23)C1c1ccncc1 (stereo unspecified)

entry no. | 85 | 86 | 87 | 88 | 89
OX1R antag-2 | -37 | -15 | -15 | 5 | -2
OX1R antag-1 | 14 | 8 | 24 | 12 | 20
